EBNA-1 inh – EBNA-1 DNA-binding inhibitors, primary screen, biochemical, fluorescence polarization; inhibition, % at 14.8 µM; 0.34% of 300,000 active; in the data active = inhibition above about 28%
MEP2 TOR yeast – modulators of MEP2-GFP levels in yeast, primary screen, S. cerevisiae, multiplex flow cytometry, MLPCN library; S. cerevisiae MEP2-GFP strain, 3 h; 100% = DMSO control level; GFP response vs DMSO, % at 10 µM; 0.51% of 330,000 active;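 active = GFP response versus DMSO above a set limit, roughly screen mean plus 3 SD, cut at about 180% in these data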;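 note: median GFP fluorescence of the barcode-gated MEP2-GFP cells per well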
proCasp7 act – procaspase-7 activators, primary screen, counter-screen for procaspase-3 activator project, biochemical, absorbance, HTS, human; Caspase-7 (Homo sapiens), P55210; recombinant procaspase-7, Ac-DEVD-pNA absorbance 405 nm; D23A/D198A/D206A triple mutant, cannot self-cleave; scale: DMSO 0, 5 µM enzyme 100; activation, % at 8.5 µM; 0.093% of 330,000 active;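 active = percent activation above the screen-wide mean plus 3 SD, cut at about 25% in these data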
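System: Procaspase-7 triple mutant (PC-7 D3A); measure: % activation from two-timepoint absorbance difference, scaled to controls; times: 1 h compound preincubation, 2 h substrate cleavage, 25 °C; also added: Ac-DEVD-pNA substrate, 400 µM as added; measured by: Epi-absorbance of released pNA at 405 nm, two timepoints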
RPL19A TOR yeast – RPL19A-GFP expression modulators in yeast, primary screen, cell-based, S. cerevisiae, multiplex flow cytometry, MLPCN. 0.3% of 330,000 active. percent response vs DMSO, % at 10 µM. AID 2025, 2009. S. cerevisiae RPL19A-GFP strain, 3 h; active compounds read low;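 active = percent response vs DMSO below 50%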;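 note: median channel GFP fluorescence of the barcoded RPL19A-GFP strain; ratio of sample median GFP to plate DMSO average so 100% = DMSO; lower means less RPL19A-GFP as with rapamycin TOR inhibition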
procasp3 activ – activators of human procaspase-3 D3A mutant, primary screen, biochemical, absorbance, PC-3 D3A mutant, single concentration; Caspase-3 (Homo sapiens), P42574; recombinant procaspase-3 D3A, Ac-DEVD-pNA absorbance 405 nm; activation, % at 8.5 µM; 0.11% of 330,000 active; AID 463141, 2010;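 active = activation above the mean of all tested compounds plus 3 SD, cut at about 21% in these data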;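 note: 0% = DMSO alone and 100% = DMSO wells spiked with extra 5 µM PC-3 D3A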
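Assay system – Procaspase-3 D3A mutant, all three cleavage aspartates alanine · Controls – DMSO-only low control, 5 µM PC-3 D3A high control · Schedule – 1 h compound preincubation, 2 h substrate hydrolysis at 25 °C · Signal – 405 nm absorbance of p-nitroaniline, reads at 0 and 120 min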
LAP4-GFP MLPCN – modulators of LAP4-GFP expression in yeast, primary screen, S. cerevisiae, multiplex flow cytometry, MLPCN library; 3 h; median GFP as percent of DMSO wells; 0.34% of 320,000 active; GFP response vs DMSO, % at 10 µM;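 active = GFP response vs DMSO above a set limit, about the screen mean plus 3 SD, cut at about 150% in these data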
ZTA DNA inh – ZTA (EBV) inhibition in EBNA-1 counter-screen; inhibition, % at 11 µM; 0.15% of 320,000 active; AID 2234; ZTA-DNA binding, fluorescence polarization; in the data active = inhibition above about 33%
AHR act – AHR activators, primary screen, cell-based, luminescence, luciferase reporter, human | AHR-responsive luciferase reporter cells | 2.5% of 320,000 active | AID 2796, 2010 | activation, % at 5 µM; in the data active = activation above about 47%;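 note: 0% = vehicle wells and 100% = reference agonist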
Active calls of the source: *; x = no result given.

entry	compound	EBNA-1 inh	MEP2 TOR yeast	proCasp7 act	RPL19A TOR yeast	procasp3 activ	LAP4-GFP MLPCN	ZTA DNA inh	AHR act
1	FC(F)c1nnc2ccc(Cl)nn12	-7	112	-2	103	-4	96	-24	-1
2	Cc1oc2ccc(O)c(CN3CCOCC3)c2c1C(=O)c1ccc(Cl)cc1	-2	100	1	98	-13	90	4	2
3	CC(C)CC(=O)NC(=S)Nc1ccc(N2CCOCC2)c(Cl)c1	-7	97	-6	93	1	112	7	6
4	CCOC(=O)c1sc(-c2cccs2)nc1C	5	97	7	103	8	95	0	2
5	COC(=O)c1c(C)[nH]c(C)c1-c1cccc([N+](=O)[O-])c1	-5	99	4	97	-5	99	-15	11
6	CCCCNc1nc2ccccc2n1CC(=O)Nc1ccc2c(c1)OCCO2	9	110	7	111	-3	101	22	3
7	CCN(CC)C(=O)Cn1c(=O)n(Cc2ccc(F)cc2)c(=O)c2sccc21	-10	108	-9	106	0	104	-1	1
8	Cc1cc(Cl)ccc1OCCCC(=O)N1CCCc2ccccc21	10	95	-9	98	6	103	-6	0
9	COc1ccc(N2CC(C(=O)N[C@@H](C)C(=O)NC3CCCC3)CC2=O)cc1 (stereo not given in full)	-13	110	-10	106	-6	87	-2	2
10	COc1ccc(NC(=O)c2nn(C)c(=O)c3ccccc23)cc1S(=O)(=O)Nc1ccccc1Cl	3	95	8	98	10	94	2	0
11	OCC[C@@H]1C[C@H](O)[C@@H](O)[C@]2(Cc3ccccc3O2)O1	-4	90	-4	100	9	105	-11	1
12	O=C(c1ccco1)N1CCN(c2c([N+](=O)[O-])nn(-c3ccc(Cl)cc3)[n+]2[O-])CC1	-16	93	2	93	-3	97	3	1
13	COc1ccccc1NC(=O)c1ccc(-n2cncn2)nc1	-5	104	-11	102	-8	94	2	15
14	Cc1ccc(CNC(=O)CCCc2ccccc2)cc1	6	100	8	98	3	113	-2	4
15	COc1ccc(NS(=O)(=O)c2cn(C)cn2)cc1Cl	-3	100	1	101	4	94	-6	-2
16	CCOc1ccc(NC2=NC(C)(C)N=C(N)N2)cc1	0	119	6	98	11	102	11	5
17	O=C(N/N=C/c1ccccn1)c1ccc(Br)cc1	1	113	7	94	11	100	-1	13
18	Cc1ccc(NC(=O)C2CCCN2C(=O)OCc2ccccc2)cc1F (stereo not given)	6	95	0	96	7	90	-3	1
19	Cc1cc(C(=O)COC(=O)C2=NNC(=O)CC2)c(C)n1-c1ccc(OC(F)F)cc1	-7	101	6	90	-8	96	-11	-1
20	C/C=C\C=C/C(=O)Nc1cccc(C2=NOC3(C2)C[C@@H](C(N)=O)N(C(=O)C2(C)CC2)C3)c1 (stereo not given in full)	6	95	-6	107	-7	106	2	3
21	CC(C)c1ccc2[nH]c3nc(SCC(=O)N4CCOCC4)nnc3c2c1	-12	95	-3	97	1	111	-1	15
22	CC1(C)CC(=O)C(CC2=C(N)CC(C)(C)CC2=O)=C(N)C1	0	100	5	100	-7	95	-17	1
23	c1ccc(-c2csc(NC3CCCCC3)n2)cc1	-8	107	0	105	-6	101	-19	5
24	CCCC(C)NC(=O)COC(=O)c1cc(Br)c(Br)s1 (stereo not given)	6	104	13	97	3	99	-7	0
25	O=C1NC(Cc2c[nH]c3ccccc23)C(=O)N1Cc1ccccc1 (stereo not given)	7	99	10	102	2	76	-2	2
26	CC(Oc1cccc2ccccc12)C(=O)N/N=C/c1cccnc1 (stereo not given)	-9	93	3	92	2	93	3	9
27	COc1ccc(-c2nnc(SCC(=O)c3ccc4c(c3)OCCO4)o2)cc1	2	109	3	103	8	108	-1	0
28	O=C1CC(N2CCN(c3ccccc3)CC2)C(=O)N1CCc1ccccc1 (stereo not given)	-11	100	-11	96	-5	96	2	3
29	CN(CCCNC(=O)CCc1cn(C)c2ccccc12)C1CCCCC1	3	109	-6	102	2	97	-11	6
30	COc1ccc(N(CN2C(=O)c3ccccc3C2=O)C(=O)C(C)C)cc1	6	115	1	99	4	106	-2	-3
31	O=C1CCCN1c1ccc(S(=O)(=O)N2CCCCC2)cc1[N+](=O)[O-]	-4	106	0	101	-3	105	-2	-1
32	NCCc1nnc(SCc2ccccc2)o1	4	104	6	100	14	101	-1	0
33	Cc1ccccc1OCC(=O)Nc1cccc2nsnc12	11	112	-1	98	-3	109	19	14
34	CC(C)Oc1ccc(S(=O)(=O)N2CCOCC2)cc1NC(=O)C1CCCCC1	x	101	7	95	4	96	-13	1
35	C[C@H](CO)N1C[C@H](C)[C@H](CN(C)C)Oc2ccc(NS(=O)(=O)c3ccc(F)cc3)cc2CC1=O	x	95	5	97	6	116	x	-2
36	Cc1occc1C(=O)N(C)CC1CCCN(CCc2ccccc2F)C1 (stereo not given)	-7	120	-3	115	5	107	1	4
37	O=C(Nc1cccc(-c2cccc(Cl)c2)c1)C1CCN(Cc2ccc(CO)o2)CC1	-6	102	6	97	2	105	0	-2
38	CC(C)C(=O)Nc1cc2c3c(c1)CCN3C(=O)CC2	-2	100	-1	100	-1	96	-7	6
39	CC1CCCCN1CCNC(=O)c1cc2c(=O)n(C)c3ccccc3c2n1C (stereo not given)	1	100	5	99	0	106	4	35
40	O=C(COC(=O)c1ccc(F)cc1F)NCCNC(=O)COC(=O)c1ccc(F)cc1F	9	99	6	106	5	98	20	-2
41	Cc1ccc(N(CCC(=O)N2CCOCC2)S(=O)(=O)c2ccccc2)cc1	x	101	6	104	5	105	3	-2
42	CCCN1CCN(CC(=O)Nc2nncs2)CC1	16	109	2	108	4	94	8	-1
43	O=C(CSCC(=O)N1CCCCC1)Nc1nc(-c2cccs2)cs1	2	101	3	98	1	106	-19	24
44	O=C(Cc1cccc2ccccc12)N1CCN(c2ncccn2)CC1	-11	93	8	88	-4	95	-13	3
45	COc1cc(OC)c(C(=O)OCC(=O)NCCC2=CCCCC2)cc1OC	5	102	8	98	12	109	3	0
46	O=C(Nc1ccc(N2CCCCC2)cc1)C1CCCN1S(=O)(=O)c1ccc(F)cc1 (stereo not given)	x	100	11	99	-4	96	-7	2
47	O=C(NCCN1CCOCC1)/C(=C/c1ccccc1)NC(=O)c1ccccc1	3	102	9	106	7	91	-12	2
48	O=C(NCCN1CCOCC1)c1ccc2c(c1)N(Cc1ccccc1)CCS2	-8	111	-17	106	-15	112	3	8
49	Cc1ccc2ncnc(NCCCN3CCOCC3)c2c1	9	99	0	96	3	96	2	6
50	CCCCC(NC(=O)Cc1c(C)c2cc3c(-c4ccccc4)coc3c(C)c2oc1=O)C(=O)O (stereo not given)	6	98	0	97	0	103	6	3

51) COc1ccc(/C=N/NC(=O)c2cc(C)on2)c2ccccc12
52) COc1ccc(/C(C)=N/NC(=O)c2ccc(NS(=O)(=O)c3cccs3)cc2)cc1
53) COc1ccc(N2CCN(C(=O)CNC(=O)c3ccco3)CC2)cc1
54) Cc1cccc(NCC(=O)N/N=C\c2ccccn2)c1
55) O=C1c2ccccc2C(Nc2ccccc2)N1Cc1ccc2c(c1)OCO2 (stereo not given)
56) COc1cccc2cc(C(=O)NCCc3c[nH]c4ccccc34)c(=O)oc12
57) COc1ccc(C(=O)CC(c2ccccc2)C2CCCCC2=O)cc1 (stereo not given)
58) Cc1cccc(OCc2nnc(SCC(=O)Nc3ccc(C)c(Cl)c3)o2)c1
59) Cc1ccc(S(=O)(=O)N(C)C(C)CCc2ccco2)cc1 (stereo not given)
60) Cn1c(=O)[nH]c(=O)c2c1nc(N1CCCCC1)n2CC(O)COc1ccc([N+](=O)[O-])cc1 (stereo not given)
61) Cc1[nH]c(=O)[nH]c(=O)c1S(=O)(=O)N1CCC(C(=O)NC(C)c2ccccc2)CC1 (stereo not given)
62) CC1=Nn2c(nnc2-c2cc(C)[nH]n2)SC1
63) CCN1C(=O)S/C(=C/c2ccsc2)C1=O
assay / compound,51,52,53,54,55,56,57,58,59,60,61,62,63
EBNA-1 inh,4,-15,3,0,3,-12,-8,5,x,-9,-10,-3,11
MEP2 TOR yeast,95,99,134,94,95,100,96,98,93,91,105,100,92
proCasp7 act,13,-19,0,9,1,1,-8,5,-3,-1,-4,11,0
RPL19A TOR yeast,97,103,117,96,93,103,98,92,99,103,105,103,98
procasp3 activ,-4,-7,2,7,3,4,3,4,-1,6,6,6,-6
LAP4-GFP MLPCN,93,106,85,106,114,100,89,92,102,83,100,94,80
ZTA DNA inh,-10,-4,0,9,15,1,-6,18,-4,-14,-22,-6,-2
AHR act,20,11,0,38,4,-2,-1,22,-1,0,1,1,-3
